# KDM5B inhibitor: Primary screen for KDM5B Histone Demethylases FDH-coupled qHTS | Lysine-specific demethylase 5B (Homo sapiens), Q9UGL1 | KDM5B demethylase, FDH-coupled NADH fluorescence (FDH is formaldehyde dehydrogenase) | Potency, µM (titrated, usually from 57.7 µM), without a hit: top-dose activity change, negative = inhibition, actives largely listed as inhibitors | 220,000 tested, 2.6% active | AID 1347165, 2019; active means well fitted inhibition curve with a large enough effect; inconclusive means small, poorly fitted or top-dose-only effect; inactive means no such curve, though single readings can be large or run the other way; further: 0% is about no effect; nearly all actives have a fitted effect of over 70% in size
#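 Measured: NADH fluorescence change, 30 min, RT. System: KDM5BΔAP 200 nM final, H3K4me3 peptide, α-KG, Fe(II), ascorbate, NAD⁺ plus FDH, pH 7.5 HEPES. Compounds: titrated, 10 min pre-incubation with enzyme.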
# Starred values were filed as active, the others as inactive; ? = inconclusive; [ ] = remark or other dose. Potency means the concentration at half of the fitted maximal effect. Not all compounds are listed. The share of hits here may be higher or lower than overall.
KDM5B inhibitor	molecule
?	Cc1cc(NC(=O)c2ccc3c(c2)N(Cc2cccc(Cl)c2)C(=O)c2ccccc2S3(=O)=O)ccc1Br
1%	Cc1cc(C(=O)OCC(=O)Nc2cccc3ccccc23)c2ccccc2n1
-29%[86.2 µM]	O=C(O)c1ccc(CN2CC[C@H](c3nnc(-c4ccc(Cl)cc4)o3)C2)cc1
?	O=C(NC1CCCc2c1[nH]c1ccccc21)c1cccs1 (centres undefined)
-26%[86.2 µM]	Cc1ccc(-c2nnc([C@H]3CCN(C(=O)CCC(=O)O)C3)o2)cc1
-15%	Cc1ccc(S(=O)(=O)N(C)CC(=O)OCc2coc(-c3cccs3)n2)cc1
7%	CN(Cc1cccs1)C(=O)Cc1n[nH]c(=O)c2ccccc12
-13%	COc1ccc(NC(=O)c2ccc3c(c2)CCC3)cc1
?	CCc1ccc2c(CN(C)Cc3ccccc3OC)cc(=O)oc2c1
-13%	O=C1CC2(CCN(Cc3ccc(C(F)(F)F)cc3)CC2)Oc2ccccc2N1c1ccccc1
-9%	Cc1ccccc1CN1C(=O)c2ccccc2S(=O)c2ccc(C(=O)NCc3ccc4c(c3)OCO4)cc21 (centres undefined)
-19%	CCCC(=O)Nc1cccc(-c2nc3cc(C)c(C)cc3o2)c1C
-14%	Cc1cccc2sc(N(Cc3cccnc3)C(=O)COc3ccccc3)nc12
-3%	O=C(Nc1ccccc1)N1CCCC(c2nn(-c3ccc(F)cc3)c(=O)[nH]2)C1 (centres undefined)
7%	COc1ccc(C(=O)N2C[C@@H](Oc3cccnc3)C[C@H]2C(=O)NC2CC2)cc1F
?	CCCc1cc(=O)oc2cc(OS(=O)(=O)c3c(C)c(C)cc(C)c3C)ccc12
?	Cc1ccccc1N1Cc2c(NCC(C)C)ncnc2N(C)CC1=O
6%[230 µM]	CN1CCN(CC2(N)CCCCC2)CC1
1%	CCOc1ccc(S(=O)(=O)N2CCCN(C)c3ccccc32)cc1
-9%	COc1ccccc1OCc1ccc(C(=O)OC2CCCCC2)o1
22%[86.2 µM]	CC(=O)Nc1ccc(CNC[C@H]2Cn3c(-c4ccc(F)cc4)cnc3CO2)cc1
?	COc1cc(-c2nc(C3CC(=O)N(c4ccc(Cl)cc4)C3)no2)cc(OC)c1OC (centres undefined)
-18%	O=C(NCc1ccc2c(c1)OCO2)c1ccc2c(c1)N(Cc1ccccc1F)C(=O)c1ccccc1S2=O (centres undefined)
-20%	Cn1cnc(S(=O)(=O)N2CCC(C(=O)NCc3ccccc3)CC2)c1
0%	COc1ccc(C23CC4CC(CC(C(=O)Nc5nccs5)(C4)C2)C3)cc1

# Next results follow.
KDM5B inhibitor	molecule
24%	Cc1cccc(NC(=O)CN2CCN(C(=O)CCNC(=O)c3ccc(C(C)(C)C)cc3)CC2)c1C
?	Cc1ccc(Nc2c(-c3ccc(Br)o3)nc3ccccn23)cc1
5%	O=C(COC(=O)C1=COCCO1)Nc1cccc(S(=O)(=O)N2CCCC2)c1
-6%	CCc1nn(CC(=O)NCc2cccc(OC)c2OC)c(=O)c2cc3occc3n12
-1%	O=c1oc(-c2ccc(F)cc2)nn1CC(O)COc1ccc(-c2ccccc2)cc1 (centres undefined)
6%	Cc1nc(C2CC(O)C2)cc(N2CCC(c3nc(C(C)C)no3)CC2)n1 (centres undefined)
68%[activator]	Cn1ccc2c(C(=O)Nc3ccc(C(N)=O)cc3)cccc21
-15%[86.2 µM]	Oc1ccccc1CN1CCNc2cc(Nc3ccccc3)ncc2C1
14%	Cc1ccc(C)c(C(C)NC(=O)Nc2ccccc2Br)c1 (centres undefined)
19%	Brc1ccc(-c2nc(-c3ccc4c(c3)OCO4)no2)o1
-9%	CC(COc1ccc(C(C)C)cc1)NC(=O)c1ccc(Br)o1 (centres undefined)
?	Cc1ccc(CNS(=O)(=O)c2ccc(-c3cnc(C4CC4)o3)cc2)cc1
-13%	CCN1C(=O)N(c2ccc(C(C)=O)cc2)S(=O)(=O)c2ccccc21
-14%	CCN(Cc1ccccc1)C(=O)CCS(=O)(=O)c1cc(Br)cc2c1N(C(=O)C1CC1)CC2
-2%	COC(=O)c1ccc(NC(=O)c2ccc3nccnc3c2)cc1
9%	COc1ccc(OC)c(C(=O)/C=C/c2cccs2)c1
22%	CCc1cc(C(=O)NC(CC(=O)OC)c2ccc(OC)c(OC)c2)sc1C (centres undefined)
-13%	COc1ccc(C(=O)NC(=S)N2CCNC(=O)C2CC(=O)OC(C)C)cc1 (centres undefined)
6%	Cn1c(=O)c2c(SCC(=O)N3CCc4ccccc43)nc(-c3cccc(F)c3)nc2n(C)c1=O
12%	COc1ccc(CO/N=C/c2cc(OC)c(OC)c(OC)c2)cc1F
12%	COc1cccc2cc(C(=O)NCCc3c(C)[nH]c4c(C)cccc34)c(=O)oc12
28µM*	COc1ccc(-c2nc(C)nc3c2CCC3)c2ccc(C)nc12
5%	COc1ccc(S(=O)(=O)N2CCc3nn(C)c(=O)n3CC2)cc1Cl
-3%	CC(C)C1Cc2c(sc3c2c(=O)n(-c2ccccc2)c2n[nH]c(=S)n32)CO1 (centres undefined)
30%	CC1c2ccsc2CCN1C(=O)NC(=O)c1ccc(Cl)cc1 (centres undefined)

# In a second layout: four of the compounds above
CCc1nn(CC(=O)NCc2cccc(OC)c2OC)c(=O)c2cc3occc3n12
  KDM5B inhibitor = -6%
O=c1oc(-c2ccc(F)cc2)nn1CC(O)COc1ccc(-c2ccccc2)cc1 (centres undefined)
  KDM5B inhibitor = -1%
Cc1nc(C2CC(O)C2)cc(N2CCC(c3nc(C(C)C)no3)CC2)n1 (centres undefined)
  KDM5B inhibitor = 6%
Cn1ccc2c(C(=O)Nc3ccc(C(N)=O)cc3)cccc21
  KDM5B inhibitor = 68%[activator]

# Following part
KDM5B inhibitor	molecule
?	O=C(/C=C/c1cccc([N+](=O)[O-])c1)c1ccccc1OC(F)F
-35%	COc1cccc(C(=O)NC2CCCN(c3cc(-c4ccc(F)cc4)[nH]n3)C2)c1OC (centres undefined)
12%[86.2 µM]	O=C(NCc1ccccc1)c1cnc2n1CCN(Cc1ccccc1)CC2
-7%	O=C(Cn1nc2c(cc1=O)CCCC2)NC1CCS(=O)(=O)C1 (centres undefined)
9%	CN1CCC([C@@H]2CN(S(=O)(=O)c3ccc(F)c(F)c3)C[C@H]2C(N)=O)CC1
-3%	O=C(c1cc([N+](=O)[O-])ccc1N1CCOCC1)N1CCN(c2ccccc2)CC1
5%	COc1ccccc1CNC(=O)Cn1c(=O)nc(-c2ccccc2)c2ccccc21
-9%	CCc1ccc(C(=O)N2CCC(N3C(=O)CCC3C(N)=O)CC2)cc1 (centres undefined)
?	COC(=O)[C@@H]1Cc2nc[nH]c2CN1Cc1ccc(C)cc1
24%	COc1ccc(C)cc1NC(=O)C(=O)NCC(c1cccnc1)N1CCN(c2ccccc2F)CC1 (centres undefined)
3%	Cc1cc(C(=O)NCCc2noc(-c3ccncc3)n2)nn1C
?	CC1=C[C@@H](CNC(=O)CCC(=O)O)[C@H](C(C)C)C[C@H]1CC(=O)NCc1ccccn1
-15%	CCn1nccc1C(=O)N1CCCn2ccnc2C1c1cnn(C)c1 (centres undefined)
3%	CC(C)Cc1nc(NCc2ccncc2)c(C#N)c2c1CCCC2
-1%	O=C(c1ccc(C(F)(F)F)cc1)N1CCC(N2CCCC2=O)CC1
?	Cc1cccc(-c2cccc3c4c([nH]c23)[C@@H]2C[C@H](N(C)C(=O)Nc3ccccc3C)[C@H]([C@H](C)O)C(=O)N2CC4)c1
17%	O=C(NCC12CCC=C1N(CC1CC1)C(=O)CC2)c1nccc2ccccc12 (centres undefined)
0%	Cc1cccc(C)c1Nc1c(-c2ccc(Cl)s2)nc2ncccn12
-13%[115 µM]	COc1ccc2c(c1)CN(C(C)C)CC[C@H]1COC(=O)N21
17%	COc1ccc(S(=O)(=O)N(CC(=O)N/N=C/c2ccc(C(=O)O)cc2)Cc2ccccc2)cc1OC
-2%	Cc1ccccc1Nc1c(-c2cccnc2)nc2cccc(C)n12
-19%	O=C(CSC1=NC2(CCCCC2)N=C1c1cccs1)NCc1ccc(F)cc1
?	O=C(CN(Cc1ccc2c(c1)OCO2)C1CCCC1)Nc1ccc2[nH]c(=O)[nH]c2c1
-4%	COc1cc(CNc2ccc3[nH]c(=O)[nH]c3c2)ccc1OCc1ccccc1Cl
-28%[115 µM]	O=C(O)CCCC(=O)N1Cc2ccccc2CC2(CCCCN2Cc2ccncc2)C1 (centres undefined)

# Further entries follow:
KDM5B inhibitor	molecule
0%	CSc1sc(C(=O)NCC2CC2)c(-c2cccs2)c1C#N
-14%	O=C(Nc1cc(Cl)cc(Cl)c1)C(c1ccccc1)N1CCN(C(=O)C2CC2)CC1 (centres undefined)
35µM*	Cc1ccc(CN2CCCC3(COc4ccccc4C(=O)N3)C2)cc1 (centres undefined)
-16%	CSC1=N/C(=C\c2ccc(Br)cc2)C(=O)S1
-4%	N#Cc1ccc(CN2C[C@@H](CO)[C@H](NC(=O)c3ccccc3)C2)cc1
23%	Cc1c(N)cccc1C(=O)NCC(C)C
13%	N#Cc1cccc(NC(=O)Cn2nc3c(N4CCOCC4)nc4ccccc4n3c2=O)c1
3%	CC1CCN(CC2CCCCCN2C(=O)NCc2ccc(F)cc2)CC1 (centres undefined)
-19%	C=CCNc1nc(-c2cc(C)n(-c3c(C)n(C)n(-c4ccccc4)c3=O)c2C)cs1
-6%	Cc1cc(NC(=O)c2ccc([N+](=O)[O-])o2)cc(-c2nc3ccccc3o2)c1O
?	COCCCNC(=O)Cc1c(C)c2ccc(OC)c(OC)c2oc1=O
-19%	Cc1ccccc1C(=O)OCc1cc(=O)n2nc(-c3cccs3)sc2n1
9%	COCCOC1CN(C2CCN(C(=O)c3ccc(OC)nc3)CC2)C12CCCCC2 (centres undefined)
89µM*	CN(C)C(=O)c1nc(-c2ccc(Cl)cc2Cl)c2ccccn12
10%	COc1ccc(CNC(=O)CC2CCCCN(C)C2=O)c(OC)c1 (centres undefined)
?	CCC1=NN2C(=N)/C(=C/c3ccc(OS(=O)(=O)c4ccc(C)cc4)c(OC)c3)C(=O)N=C2S1
21%	CCCc1cc(C(=O)N2CCC(=O)N(Cc3ccccc3)C(CC)C2)ccn1 (centres undefined)
?	Cn1c2c(c(=O)n(C)c1=O)C(c1ccc(C(=O)O)cc1)C1=C(CC(C)(C)CC1=O)N2 (centres undefined)
-20%[86.2 µM]	OCc1cc(CC2(NC3CCC(CO)CC3)COC2)no1 (centres undefined)
?	Cn1cc(-c2cc3n(n2)CCC(=O)N3CC(=O)NCc2ccc(Cl)cc2)c2ccccc21
?	CC(=O)c1sc2nc(C)c3c(c2c1N)CCCC3
10%	CC(C)c1nncn1C1CCN(S(=O)(=O)c2ccccc2Cl)CC1
?	Nc1cccc(C#Cc2ccccc2)c1
-7%	Cc1cc2oc(C(=O)N(Cc3ccco3)Cc3ccco3)cc(=O)c2cc1Cl
?	COc1ccccc1NC(=O)Nc1cccc(-c2nnc3n2CCCC3)c1

# Going on with the list:
KDM5B inhibitor	molecule
-3%	COc1ccc(CCN2C(=O)CSC2=Nc2ccc(C)cc2C)cc1OC
-8%	COc1ccc(C(=O)N2CCC(OCC3CC3)C2)cn1 (centres undefined)
-14%	Cc1ccccc1CSCC(=O)O
17%	COc1ccc(C(=O)N2CCC3(CC2)N=C(c2ccccc2)NO3)cc1OC
7%	O=[N+]([O-])c1ccc(/C=C/c2ccncc2)cc1
?	CCC(Sc1nncn2c1cc1sccc12)C(=O)Nc1cccc(OC)c1 (centres undefined)
5%	CCOC(=O)c1cnc2c(C)cc(C)cc2c1Nc1ccccc1OCC
3%	Cc1ncc(CN2CCC(C(=O)Nc3ccc(Oc4cccnc4)cc3)CC2)cn1
-18%	COc1ccc(OC)c(NC(=O)Cn2c(=O)c3cccn3c3ccccc32)c1
-29%	CCN(CC)C(=O)N1CCCN(S(=O)(=O)c2ccccc2)CCC(=O)NCC1
?	CCNC(=O)[C@@H]1C[C@H](NC(=O)c2ccccc2)CN1Cc1scnc1C
-19%	CSCCCN1CCC2(CC1)CCN(Cc1ccsc1)CC2CO (centres undefined)
9%	Cn1c(=O)c2c(ncn2CCC(=O)N/N=C/c2ccccc2)n(C)c1=O
?	O=C(Nc1ccccc1F)N1CC(Oc2ccc(-c3nc(-c4ccccc4)no3)cc2)C1
-18%[86.2 µM]	CN(Cc1cccnc1)Cc1nc(C2(O)CCN(Cc3ccc(F)cc3)CC2)cs1
-11%[86.2 µM]	Cc1nn2c(c1-c1ccccc1C(C)C)N(C(=O)C1CCOCC1)CCC2

# Gathered by group, those above with a cyano group
KDM5B inhibitor	molecule
3%	CC(C)Cc1nc(NCc2ccncc2)c(C#N)c2c1CCCC2
0%	CSc1sc(C(=O)NCC2CC2)c(-c2cccs2)c1C#N
-4%	N#Cc1ccc(CN2C[C@@H](CO)[C@H](NC(=O)c3ccccc3)C2)cc1
13%	N#Cc1cccc(NC(=O)Cn2nc3c(N4CCOCC4)nc4ccccc4n3c2=O)c1

# Source: PubChem BioAssay
